Screens: PubChem, Broad Institute
E-sel inducer = induces E-selectin expression in human endothelial cells. P16581. HUVEC E-selectin immunofluorescence imaging; normalized: neutral wells 0, TNF-alpha wells 100. activation, % at 7.58 µM. 260,000 tested, 0.37% active. AID 686992;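 active = mean E-selectin-positive cell signal at least 10% of the positive control, reached in at least 60% of replicates, without over 20% cell loss; inconclusive = no rule given, readout overlaps actives, possibly toxicity-flagged; inactive = the rest, including those meeting only one limit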;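 note: in these data hits start at about 27%; measured in HUVEC primary endothelial cells; signal is the percent of cells scored E-selectin positive by PE staining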
Target sequence (P16581 whole entry, looked up): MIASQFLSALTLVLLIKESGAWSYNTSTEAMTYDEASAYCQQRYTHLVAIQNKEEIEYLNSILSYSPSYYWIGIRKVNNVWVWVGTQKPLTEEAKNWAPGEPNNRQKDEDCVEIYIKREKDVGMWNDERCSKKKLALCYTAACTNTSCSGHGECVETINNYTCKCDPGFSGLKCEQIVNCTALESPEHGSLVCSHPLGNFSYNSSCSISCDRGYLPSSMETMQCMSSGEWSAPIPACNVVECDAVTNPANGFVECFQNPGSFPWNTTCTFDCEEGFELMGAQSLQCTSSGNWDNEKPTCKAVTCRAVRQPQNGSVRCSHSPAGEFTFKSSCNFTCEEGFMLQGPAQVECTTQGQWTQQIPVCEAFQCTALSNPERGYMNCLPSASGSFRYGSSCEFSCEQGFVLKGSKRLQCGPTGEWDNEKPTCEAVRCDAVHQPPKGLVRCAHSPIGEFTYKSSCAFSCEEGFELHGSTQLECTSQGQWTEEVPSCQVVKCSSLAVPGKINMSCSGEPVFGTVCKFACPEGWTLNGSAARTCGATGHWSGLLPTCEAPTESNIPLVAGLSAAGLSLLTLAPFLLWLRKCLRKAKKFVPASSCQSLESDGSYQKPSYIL
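assay system = HUVEC, human umbilical vein endothelial cells | input = 3,000 HUVEC seeded per well | medium = EGM-2 growth medium on 0.1% gelatin-coated wells | dosing = one compound dose added by pin transfer | signal = immunofluorescence imaging | read-out basis = % PE-positive cells | control set = TNF-alpha, DMSO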
Statin myotox sup = suppressors of simvastatin-induced myotoxicity in C2C12 myotubes; rescue of ATP level, % at 7.49 µM; ATP luminescence, 48 h; scaled: DMSO 0, geranylgeraniol control 100; 330,000 tested, 0.78% active; AID 602340;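 active = mean ATP rescue above about 67%, or every replicate alone reaching that limit, limit read from the data, passing the limit was not always enough; inconclusive = no clear call, values can overlap the other calls; inactive = mean under the limit and some replicate under it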;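 note: myotubes were challenged with 10 µM simvastatin during compound exposure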
S100A4 inh HTS = S100A4-myosin IIA interaction inhibition; S100A4/TAMRA-MyoIIA peptide fluorescence polarization; inhibition, % at 10.7 µM; 360,000 tested, 0.14% active;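 active = mean inhibition of at least 70% across replicates, with every replicate also reaching that level; inconclusive = mean inhibition reaches 70% but some replicates fall short; inactive = mean inhibition below 70%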
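Test system: S100A4 monomer protein; Medium: HEPES pH 7.2 with CaCl2, KCl, NaCl, DTT, Triton; Probe or stimulus: TAMRA-labelled myosin IIA heavy-chain peptide probe, 5 nM; Doses: one dose per compound; Times: polarization read 5 min after assay mix addition, stable 5–60 min; Benchmarks: neutral control DMSO, positive control TFP.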
SIRT5 inh = inhibitors of human sirtuin-5 desuccinylase. Q9NXA8. 330,000 tested, 1.1% active. inhibition, % at 15 µM. Purified SirT5, succinyl-peptide AMC, trypsin-coupled fluorescence. AID 652115; in the data active = inhibition above about 15%; inconclusive = no clear call, values can overlap the other calls
Target sequence (Q9NXA8 whole entry, looked up): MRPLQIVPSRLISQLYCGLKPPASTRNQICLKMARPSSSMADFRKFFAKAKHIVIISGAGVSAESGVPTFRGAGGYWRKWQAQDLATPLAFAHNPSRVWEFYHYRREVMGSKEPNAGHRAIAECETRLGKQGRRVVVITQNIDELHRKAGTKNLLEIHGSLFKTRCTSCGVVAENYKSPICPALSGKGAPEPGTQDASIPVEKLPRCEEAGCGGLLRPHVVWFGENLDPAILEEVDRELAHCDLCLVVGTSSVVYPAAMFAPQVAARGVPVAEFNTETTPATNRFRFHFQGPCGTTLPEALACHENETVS
ERp5 inh = ERp5 (human) disulfide isomerase inhibition. ERp5 insulin aggregation, absorbance 650 nm, 90 min. 350,000 tested, 0.05% active. Q15084. AID 651711. inhibition, % at 9.99 µM;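 active = mean replicate inhibition above about 25%, with every replicate also reaching it, limit read from the data, passing the limit was not always enough; inconclusive = only one of those two criteria met; inactive = neither criterion met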
PglD inh = inhibitors of Campylobacter jejuni PglD acetyltransferase. purified PglD enzyme, DTNB colorimetric CoA detection. inhibition, % at 12.5 µM. 360,000 tested, 0.098% active; in the data active = inhibition above about 16%, passing the limit was not always enough; inconclusive = no clear call, values can overlap the other calls; note: strong numbers were not always called active
DENV2 CPE rescue = inhibitors of DENV2 cytopathic effect; DENV2-infected cells, cytopathic effect rescue, plate reader; CPE inhibition, % at 9.99 µM; 350,000 tested, 1.7% active; AID 651640; in the data active = CPE inhibition above about 20%, passing the limit was not always enough; inconclusive = no clear call, values can overlap the other calls; tested in BHK-21 cells;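 note: 0% = median of neutral control wells and 100% = median of positive control wells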
Starred values were filed as active, the others as inactive; u = inconclusive; x = no result given; & = joins results of further samples. Not all compounds are listed (hit frequency here may not be typical).

canonical_smiles	E-sel inducer	PglD inh	Statin myotox sup	ERp5 inh	S100A4 inh HTS	DENV2 CPE rescue	SIRT5 inh
Nc1cccc2c1C(=O)N(C(=O)/C=C/c1cccc(F)c1)C2=O	x	x	-64	8	-5	8	3
CCn1c(SCC(=O)Nc2cccc(OC)c2)nc2c(c1=O)SCC2	x	2	x	-7	1	17	-2
COc1cccc(-n2c(-c3cccc(S(=O)(=O)N(C)C)c3)n[nH]c2=S)c1	-0.9	x	x	0	-3	3	-2
Cc1ccc(NC(=O)C2CCN(S(=O)(=O)c3c(C)noc3C)CC2)cc1C	4.1	x	x	-4	3	12	-4
COCC(C)NC(=O)CSc1ncnc2sc(-c3ccccc3)cc12 (configuration not stated)	-0.2	2	0	11	2	3	-5
COc1cccc(-c2ccc3n(c2=O)C[C@H]2[C@H](CO)[C@@H](C(=O)N(C)C)[C@@H]3N2Cc2cncnc2)c1	0.1	1	-9	-4	-5	17	-25
CC(C)CC#Cc1ccc([C@@H]2[C@@H](CO)N3C(=O)CN(C(=O)Cc4ccccc4)C[C@H]23)cc1	-0.6	x	x	2	4	12	1
Cc1cccc(N2CCN(C(=O)c3ccc4nccnc4c3)CC2C)c1 (configuration not stated)	1.1	-1	1	-7	-2	-6	x
CN(C)c1ccc(C(C(=O)NCC2CCCO2)N(C(=O)c2snc(C(N)=O)c2N)c2ccc3c(c2)OCO3)cc1 (configuration not stated)	x	2	10	-1	2	-1	-1
CC(=O)C[C@@H](O)CC(=O)[C@@H]1OC(=O)[C@H](C)C/C=C\Cc2ccccc21	-0.1	1	16	-4	5	-12	0
CCOC(=O)CC(=O)COc1nc2cc3c(nc2o1)CCCC3	0.0	-1	7	-2	-3	-3	-1
COc1cccc(S(=O)(=O)N[C@H]2CC[C@H](CCn3cc(-c4ccccc4OC)nn3)O[C@@H]2CO)c1	-0.4	-3	-5	-2	-1	-2	5
O=C1CN(C(=O)COc2ccc(Cl)cc2Cl)c2ccccc2N1	x	2	9	1	-6	-3	1
COCC(=O)N1CC2(C1)[C@@H](c1ccc(-c3ccc(F)cc3)cc1)[C@H](CO)N2C(C)=O	-0.1	x	x	0	x	7	1
COc1cccc(CNC(=O)C[C@H]2CC[C@@H](NC(C)=O)[C@H](CO)O2)c1	-0.7	-2	-12	0	10	-3	1
CC1CN(c2nnc(NC(=O)c3ccccc3)s2)CC(C)O1 (configuration not stated)	x	x	x	3	1	-1	-1
CC(C)Oc1ccc(CNC(=O)CCC(=O)N2CC(C)Sc3ccccc32)cc1 (configuration not stated)	-0.1	-5	-6	1	-1	6	10
CN(C)S(=O)(=O)c1ccc(N2CCCC2)c(C(=O)Nc2nc(-c3ccc(F)cc3)cs2)c1	0.2	4	x	-1	-1	-5	-9
COc1ccc2nc(NC(=O)CCNC(=O)c3ccccc3Cl)sc2c1	x	x	x	3	0	2	-3
C[C@@H](NC(=O)C[C@H]1CC[C@@H]2[C@@H](COc3ccc(NS(=O)(=O)c4ccc(Cl)cc4)cc3C(=O)N2C)O1)c1ccccc1	0.0	1	52	-4	x	x	x
COc1ccc(S(=O)(=O)N(C)C[C@@H]2Oc3ccc(NC(=O)Nc4ccc5c(c4)OCO5)cc3CC(=O)N([C@H](C)CO)C[C@H]2C)cc1	14	2	2	7	-30	-8	7
O=C(COC(=O)c1c2c(nc3ccccc13)CCN(Cc1ccccc1)C2)Nc1c(F)cccc1F	0.4	-4	x	6	-2	0	x
COc1ccc(C(=O)CSc2nccn2C)cc1	-0.1	0	6	5	6	1	0
O=C(CN(C(=O)c1csnn1)c1cccc2ccccc12)NCc1ccc(F)cc1	0.1	-4	x	-6	3	-3	x
CCCn1cnc2cc(NCc3ccc(Br)cc3)ccc21	2.0	5	2	3	1	1	0
Cc1c(CC(=O)O)c(=O)oc2cc(OCc3ccc(Cl)cc3)ccc12	x	3	-11	5	-9	13	-25
C/C=C/c1cnc2c(c1)C(=O)N([C@@H](C)CO)C[C@@H](C)[C@@H](CN(C)S(=O)(=O)c1ccccc1F)O2	-0.3	-1	4	1	0	3	7
OCCC1CN(Cc2cnc(-c3ccccc3)s2)CCN1C1CCCCC1 (configuration not stated)	1.0	-2	0	-5	-10	1	-8
COC(=O)c1ccc(CNC(=O)COC(=O)Cc2ccsc2)cc1	-0.5	x	x	-4	4	-2	-4
C[C@H]1CN([C@@H](C)CO)S(=O)(=O)c2ccc(C#Cc3ccccc3)cc2O[C@H]1CN(C)C	x	6	-4	15	-4	2	1
COc1ccc(CN(C)C[C@@H]2Oc3ccc(NC(=O)CCCCCC(=O)Nc4ccccc4N)cc3CC(=O)N([C@@H](C)CO)C[C@@H]2C)cc1	0.6	x	x	-6	-2	-18	-23
Cc1cc(C)nc(SCC(=O)c2ccc(C)c(C)c2)n1	x	11	1	-3	-2	-1	-1
COc1ccc2c3c([nH]c2c1)[C@@H](CO)N(C(=O)Nc1ccc(F)cc1)CC31CN(Cc2nccs2)C1	-0.1	x	x	10	-11	9	3
O=[N+]([O-])c1cccc(-c2ccc(C(=S)N3CCOCC3)o2)c1	x	5	-5	-7	7	-7	0
COC(=O)C1CSC2c3ccccc3C(=O)N12 (configuration not stated)	-0.4	-3	2	0	0	-4	2
CCCCn1c(N)c(N(CCC(C)C)C(=O)C2CCCO2)c(=O)[nH]c1=O (configuration not stated)	x	x	x	-1	-2	u	0
CC(C)(C)N1C(=O)[C@H]2[C@@H](c3ccc(Br)cc3)N3C(=O)N(c4cccc(Cl)c4)C(=O)[C@@]3(C)[C@H]2C1=O	-0.1	-2	7	-5	-3	11	-4
CCCNC(=O)N(C)C[C@H]1Oc2cc(Br)ccc2S(=O)(=O)N([C@H](C)CO)C[C@@H]1C	-0.1	0	x	5	11	2	-3
C[C@@H]1CN([C@@H](C)CO)C(=O)c2cccc(NS(C)(=O)=O)c2O[C@@H]1CN(C)CC1CC1	-1.0	8	-5	3	6	-8	-1
O=C(Nc1cccnc1)C1Cc2c(-c3cccc(F)c3)ccnc2O1 (configuration not stated)	-0.5	-1	17	-5	1	11	-2
CCOCCCNC(=O)CCc1nnc2n(CCC(C)C)c(=O)c3ccccc3n12	-0.1	1	-2	1	0	8	-5
Cc1cc(=O)oc2cc(OC(=O)c3ccccc3)ccc12	x	-2	9	2	-8	-4	-11
O=C(COc1ccc(F)cc1)c1c(O)cc(O)cc1O	-0.5	-2	-2	6	4	-1	2
CCOc1ccccc1CNc1ccc(O)cc1	3.7	x	x	9	24	3	-3
CCCN(C)C[C@H]1Oc2cc(C#Cc3ccccc3F)ccc2S(=O)(=O)N([C@H](C)CO)C[C@@H]1C	-0.9	-3	x	1	2	-9	-5
CCS(=O)(=O)N1[C@@H](CO)[C@@H](c2ccccc2)C12CN(C(=O)C1CC1)C2	0.0	x	x	-1	-4	0	-2
CC(C(=O)Nc1ccc(C#N)cc1)N(C)CC(=O)Nc1ccccc1Br (configuration not stated)	x	x	x	5	-1	2	11
O=C(O)c1cccc(NS(=O)(=O)c2cc(S(=O)(=O)c3ccc(Cl)cc3)ccc2Cl)c1	-0.2	-5	-4	-4	0	u	2
C[C@@H]1CN([C@H](C)CO)C(=O)c2cccc(NS(=O)(=O)c3ccc(Cl)cc3)c2O[C@H]1CN(C)Cc1ccc(-c2ccccc2)cc1	0.7	-2	41	6	-1	-7	5
Cc1ccc(C2=NOC(=O)/C2=C\c2ccccc2)cc1	0.0	0	x	4	2	3	3
NC(=O)COc1ccc(/C=N/NS(=O)(=O)c2ccccc2)cc1	x	x	x	-3	3	-3	-2
CC(C)OCCCNC(=O)CCN1C(=O)COc2ccccc21	x	-4	12	-2	5	4	3
CN(CC(=O)Nc1ccc(F)c(F)c1F)C(=O)c1ccc(-n2cncn2)cc1	0.4	-1	-2	6	-8	11	-3
COc1ccc(CNC(=O)CN(C(=O)c2csnn2)c2cccc3c2CCCC3)cc1	-0.1	3	73*	0	-2	-3	-2
CC(C)NC(=O)N[C@H]1CC[C@@H](CC(=O)NCCN2CCCC2)O[C@H]1CO	0.1	-1	-1	-1	8	4	3
COc1cc(/C=C/c2[nH]c(=O)[nH]c(=O)c2[N+](=O)[O-])cc([N+](=O)[O-])c1O	-0.1	3	28	-1	-3	1	7
CNC[C@@H]1Oc2c(NC(=O)C3CCOCC3)cccc2C(=O)N([C@@H](C)CO)C[C@@H]1C	0.2	4	10	8	-2	8	5
Cc1ccc(S(=O)(=O)Nc2ccc3c(c2)C(=O)N([C@@H](C)CO)C[C@@H](C)[C@H](CN(C)C(=O)Nc2ccc4c(c2)OCO4)OCCCC[C@@H](C)O3)cc1	-0.3	1	x	1	-7	3	3
O=C(Cc1ccccn1)N1CC(=O)N2[C@H](C1)[C@@H](c1ccc(C#CC3CCCC3)cc1)[C@@H]2CO	-0.5	x	x	1	5	-11	-2
Cc1ccc2c(c1)c1c(n2CC(O)CNC2CCCC2)CCCC1 (configuration not stated)	x	4	-8	-5	5	27*	-4

Rewritten with each value named: part of the list above.
mol: CC(C)OCCCNC(=O)CCN1C(=O)COc2ccccc21
  E-sel inducer: x	PglD inh: -4	Statin myotox sup: 12	ERp5 inh: -2	S100A4 inh HTS: 5	DENV2 CPE rescue: 4	SIRT5 inh: 3
mol: CN(CC(=O)Nc1ccc(F)c(F)c1F)C(=O)c1ccc(-n2cncn2)cc1
  E-sel inducer: 0.4	PglD inh: -1	Statin myotox sup: -2	ERp5 inh: 6	S100A4 inh HTS: -8	DENV2 CPE rescue: 11	SIRT5 inh: -3

(cont.)
canonical_smiles	E-sel inducer	PglD inh	Statin myotox sup	ERp5 inh	S100A4 inh HTS	DENV2 CPE rescue	SIRT5 inh
O=C(NNC(=O)c1ccc[nH]1)c1cc(Cl)cc(Cl)c1	-0.3	-1	12	-1	-1	-15	-2
CCOc1ncccc1C(=O)NNC(=O)c1ccc(NS(=O)(=O)c2cccs2)cc1	x	x	x	-8	2	-3	2
C[C@@H]1CN([C@@H](C)CO)C(=O)c2cc(NC(=O)Nc3ccc(C(F)(F)F)cc3)ccc2O[C@@H](C)CCCCO[C@H]1CN(C)Cc1ccc2c(c1)OCO2	0.3	2	x	-9	-4	-28	-9
Cc1c(N(C)S(=O)(=O)c2ccc(Cl)c(C(=O)NCC(C)(C)N3CCOCC3)c2)c(=O)n(-c2ccccc2)n1C	x	0	0	-2	-12	u	-1
O=C(CCCN1CCC(O)(c2ccc(Cl)cc2)CC1)c1ccc(F)cc1	2.1	2&7	4	-3	-3	7	0
